# Bioassay records from PubChem.
# Giardia killer: Giardia lamblia killing; Giardia lamblia trophozoite viability; activity change, % at 7.66 µM, hits read low; actives 0.15% (n = 340,000); AID 540267; in the data active means activity change below about -80%; inconclusive means between about -30% and that limit;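 further: parasites exposed to compound for two days anaerobically before the ATP read; on the % scale 0 is the no-effect control and ±100 the full control effect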
#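 Luminescent ATP signal served as the viability read-out, measured 15-30 min after adding ATP detection reagent to trophozoites that had been incubated with compounds for 48 hrs at 37 deg C anaerobically at 100 cells/well.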
# B2AR arrestin: agonists driving beta-arrestin recruitment to human beta2-adrenergic receptor; P07550; actives 0.02% (n = 330,000); beta-arrestin recruitment to beta2AR, cell-based reporter; Potency, µM (titrated, usually from 46.1 µM), without a hit: at the top dose activation, hits mostly activators;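 further: potency means the concentration at half of the fitted maximal effect; 0% = DMSO controls and full agonism = EC100 isoproterenol or metaproterenol; nearly all actives have a fitted effect of over 65% in size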
# TRPV1 agonist: human TRPV1 agonism. Q8NER1. actives 0.19% (n = 320,000). AID 540275. activation, % at 8.33 µM. TRPV1-expressing cells, Fluo-8 calcium influx, agonist mode; in the data active means activation above about 80%; inconclusive means between about 30% and that limit; further: 0% is about no effect
#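 Cells expressing TRPV1 were dye-loaded with Fluo-8 and read kinetically: 10 s baseline, 3 min after compound (agonist portion), then 2 min after EC20 capsaicin (allosteric enhancer portion). Calcium-bound dye fluorescence at 480/520 nm.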
# USP2a block: blocks human ubiquitin-specific protease USP2a; O75604; USP2 core, Ub-CHOP2 coupled fluorogenic reporter, 485/531; Potency, µM (top dose mostly 38.3 µM), for inactives: at the highest dose activity change, negative = inhibition, usual class: inhibitors; actives 0.01% (n = 330,000); AID 463254;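 further: potency means the concentration at half of the fitted maximal effect; plate controls were DMSO wells for no effect and full inhibition by NEM control for full effect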
#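 USP2 core (10nM final) preincubated 30min RT with compound in 20mM Tris-HCl pH 8.0, 2mM CaCl2, 2mM beta-mercaptoethanol, 0.05% CHAPS; 25nM Ub-CHOP2 plus 25nM reporter substrate added, fluorescence (Ex485/Em531) read after 60min.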
# Menin-MLL TR inh: displaces Texas Red mutant MLL peptide from human menin; O00255; actives 0.23% (n = 270,000); Potency, µM (highest dose often 61.6 µM), inactives show top-dose FP activity change, negative = inhibition, usual class: inhibitors; AID 1768; Menin + Texas Red MLL mutant peptide, fluorescence polarization; active means well fitted inhibition curve with a large enough effect in the polarisation, with a control signal flat, not every such curve was filed as active; inconclusive means small, poorly fitted or top-dose-only effect, or effect the other way, or a change in a side signal; inactive means no such curve, though single readings can be large or run the other way; the % refers to the polarisation; further: potency means the concentration at half of the fitted maximal effect; % of control where 0% means no effect; many of its hits are not listed in these tables
# Target sequence (O00255 whole entry, looked up): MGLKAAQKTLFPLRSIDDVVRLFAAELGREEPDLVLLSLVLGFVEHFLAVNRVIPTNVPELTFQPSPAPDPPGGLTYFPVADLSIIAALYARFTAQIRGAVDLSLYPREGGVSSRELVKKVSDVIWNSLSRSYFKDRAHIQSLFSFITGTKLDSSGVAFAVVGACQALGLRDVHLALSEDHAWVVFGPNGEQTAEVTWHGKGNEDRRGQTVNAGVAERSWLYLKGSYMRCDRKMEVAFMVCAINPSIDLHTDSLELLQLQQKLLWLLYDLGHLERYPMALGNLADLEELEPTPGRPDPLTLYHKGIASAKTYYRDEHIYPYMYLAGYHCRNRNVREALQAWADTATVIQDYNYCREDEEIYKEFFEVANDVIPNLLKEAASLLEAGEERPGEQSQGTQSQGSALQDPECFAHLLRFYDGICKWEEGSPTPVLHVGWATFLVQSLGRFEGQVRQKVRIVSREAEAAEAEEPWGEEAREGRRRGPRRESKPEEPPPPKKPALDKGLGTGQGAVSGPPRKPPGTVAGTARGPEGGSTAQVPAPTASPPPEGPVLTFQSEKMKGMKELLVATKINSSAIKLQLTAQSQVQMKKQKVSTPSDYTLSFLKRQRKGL
# hERG WT inh: blocks the wildtype human KCNH2 potassium channel | Q12809 | U2OS, BacMam KCNH2, thallium flux FluxOr; stronger effect = lower value | activity change, % at 1.84 µM | actives 0.37% (n = 340,000);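 active means maximum activity change below -70%; inconclusive means maximum activity change between -70% and -50%; inactive means maximum activity change above -50%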; further: on the % scale 0 is the no-effect control and ±100 the full control effect
#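 U2OS cells transduced with wild-type KCNH2 virus are loaded with FluxOr dye for 45 min, and thallium flux is measured in kinetic reads before and after stimulation buffer. Rate constants are normalized to DMSO controls.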
# KCNH2 3.1 block: blocks the human KCNH2 3.1 channel isoform; U2OS KCNH2 3.1, thallium flux FluxOr; stronger effect = lower value; activity change, % (tested at about 1.8 µM); actives 0.95% (n = 340,000);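 active means maximum activity change below -70%; inconclusive means maximum activity change from -70% to -50%; inactive means maximum activity change above -50%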;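 further: thallium influx rate constant from kinetic fluorescence after stimulation buffer; on the % scale 0 is the no-effect control and ±100 the full control effect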
#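 Thallium flux read-out: FluxOr dye with Red40 quencher in HBSS/HEPES, 45 min at RT. Rate constants from kinetic reads were normalized to positive and negative DMSO controls. Cells: U2OS virally expressing the 3.1 isoform.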
# CXXC DNA block: blocks binding of human MLL CXXC domain to DNA. Potency, µM (series often up to 115 µM), for inactives: top-dose activity change, negative = inhibition, most hits filed as inhibitors. actives 0.037% (n = 290,000). MLL-CXXC / FITC-HOXA9 DNA fluorescence polarization. Q03164; active means well fitted inhibition curve with a large enough effect in the polarisation, with a control signal flat, not every such curve was filed as active; inconclusive means small, poorly fitted or top-dose-only effect, or effect the other way, or a change in a side signal; inactive means no such curve, though single readings can be large or run the other way; the % refers to the polarisation; further: potency means the concentration at half of the fitted maximal effect
#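 Fluorescence polarization: 7 uM MLL-CXXC (stock) preincubated 5 min with compounds, then 50 nM fluorescein-HOX-A9 DNA (stock) added; 30 min ambient. Buffer 50 mM Tris-HCl pH 7.5, 50 mM NaCl, 1 mM DTT, 0.05% BSA.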
# GALK inhibitor: galactokinase (human) inhibition. P51570. Purified GALK, Kinase-Glo residual ATP luminescence. Potency, µM (top dose mostly 57.5 µM), for inactives: at the top dose activity change, negative = inhibition, usual class: inhibitors. actives 0.007% (n = 270,000); further: potency means the concentration at half of the fitted maximal effect; on the % scale 0 is the no-effect control and ±100 the full control effect
# Target sequence (P51570 whole entry, looked up): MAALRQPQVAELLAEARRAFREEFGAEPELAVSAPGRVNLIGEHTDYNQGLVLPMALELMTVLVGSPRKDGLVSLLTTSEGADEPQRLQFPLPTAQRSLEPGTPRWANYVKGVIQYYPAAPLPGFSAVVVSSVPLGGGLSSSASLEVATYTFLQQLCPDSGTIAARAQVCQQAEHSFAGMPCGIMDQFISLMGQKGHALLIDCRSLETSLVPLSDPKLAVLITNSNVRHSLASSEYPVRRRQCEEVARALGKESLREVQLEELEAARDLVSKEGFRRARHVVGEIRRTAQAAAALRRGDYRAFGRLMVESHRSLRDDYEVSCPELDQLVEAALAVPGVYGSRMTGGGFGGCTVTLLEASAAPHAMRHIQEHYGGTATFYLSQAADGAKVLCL
#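 Galactose (100 uM) and ATP (35 uM) were turned over by 5 nM GALK for 1 h at RT. Kinase-Glo Plus then converted the remaining ATP into a luminescent signal.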
# PKM2 act: increases activity of human pyruvate kinase M2. P14618. purified PKM2, Kinase-Glo ATP luminescence, activation; response scale: 0% is enzyme alone, no compound. Potency, µM (highest dose often 57.5 µM), without a hit: at the top dose activation, usual class: activators. actives 0.34% (n = 260,000); further: potency means the concentration at half of the fitted maximal effect; on the % scale 0 is the no-effect control and ±100 the full control effect; nearly all actives have a fitted effect of over 55% in size
#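 hPK-M2, >95% pure; 0.1 mM ADP / 0.5 mM PEP final; imidazole pH7.2 buffer w/ 7 mM MgCl2, 50 mM KCl; 1 h RT; Kinase-Glo lum. Intermediate enzyme activity for dual inhibitor/activator qHTS.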
# Coupling enz: counter-screen for Giardia aldolase inhibitors: coupling enzyme system; actives 0.67% (n = 290,000); coupling enzyme system counterscreen, AmpLite Red fluorescence; activity change, negative = inhibition, % at 58.2 µM, hits read low; in the data active means activity change below about -30%; further: on the % scale 0 is the no-effect control and ±100 the full control effect
#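 First, compound is pin-transferred into glyceraldehyde-3-phosphate coupling-enzyme reagent at 57.5 uM final and held 10 min at RT. Next, substrate, coupling system and AmpLite Red are added. After 20 min RT, fluorescence (525/598 nm) is read.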
# Active calls of the source: *; i = inactive; u = inconclusive; x = not tested or not shown; [ ] = dose if it differs, or a comment. Unless noted, the call rests on the fitted dose curve; in most records, active means well fitted curve in the direction sought with a large enough effect; inconclusive means small, poorly fitted or top-dose-only effect, or another doubt; inactive means no such curve, though single readings can be large; an effect the other way counts as inactive or inconclusive. The list is partial (hit frequency here may not be typical).
Molecule,Giardia killer,B2AR arrestin,TRPV1 agonist,USP2a block,Menin-MLL TR inh,hERG WT inh,KCNH2 3.1 block,CXXC DNA block,GALK inhibitor,PKM2 act,Coupling enz
CCN(CC)CCN(Cc1cc2cc3c(cc2[nH]c1=O)OCO3)C(=S)NCC1CCCO1 (stereo unspecified),38[activator],-0.1%,0,0%,8%,1,3,-2%,-4%,5%,1
Cc1c(Cl)cccc1NC(=O)N1CCCC1,1,0.4%,-1,2%,-2%,-9,2,-5%,6%,-4%,2
COc1ccc(CCNC(=O)COC(=O)c2ccccc2NCCO)cc1OC,-7,0.3%,1,0%,x,2,-10,x,x,x,x
CCC1CCC(C(=O)NC(CCSC)C(=O)NCCN(CC(C)C)CC(C)C)CC1 (stereo unspecified),-13,0.0%,u,-4%,-22%,-4,5,10%,0%,-2%,0
COc1cc(NC(=O)COC(=O)c2ccccc2SCC(=O)N2CCCC2)cc(OC)c1,2,0.1%,-1,4%,x,3,10,x,x,x,x
Cc1ccc2c(c1)C(O)(C1COC(C)(C)CC1=O)C(=O)N2C (stereo unspecified),-2,-0.1%,-6,-1%,2%,i,8,4%,1%,-4%,-1
Cc1[nH]n(-c2ccccc2)c(=O)c1C(=O)c1ccc(Cl)cc1,0,-0.8%,1,0%,x,-1,5,-4%,5%,-2%,14
NNC(=O)c1sccc1OCc1ccc(F)cc1,5,0.3%,29,-2%,u,-4,5,11%,-4%,3%,2
COc1ccc(CNC(=O)c2ccc(=O)oc2)cc1OC,1,-0.9%,0,-2%,3%,17,-19,-1%,2%,-1%,0
O=C(c1sc2cc(Cl)ccc2c1Cl)N1CCN(CCc2ccccn2)CC1,16,-1.2%,4,2%,-8%,19,u,5%,6%,1%,-2
CCC(=O)c1ccc(OC(=O)N2CCOCC2)cc1,11,0.0%,-8,0%,-8%,-9,-1,2%,2%,-1%,0
Cc1cccc(C)c1OCC(=O)N(Cc1ccco1)C1CCS(=O)(=O)C1 (stereo unspecified),-5,-0.1%,7,0%,-6%,-12,17,x,x,1%,0
COc1cc2ncnc(NCc3ccccc3C)c2cc1OC,16,0.2%,-1,3%,10%,-2,30,1%,0%,13%,2
CCN1CCN(S(=O)(=O)c2ccc(Cl)c(C(=O)Nc3cc(Cl)ccc3N3CCOCC3)c2)CC1,-20,0.7%,23,0%,x,6,-1,8%,-1%,-3%,x
Cc1ccccc1S(=O)(=O)N1CC(C(=O)O)=CC[C@H]1c1ccc(Cl)cc1,-20,0.0%,0,-1%,x,-14,2,x,x,x,x
COC(=O)/C=C/c1sc2nc(C)cc(C)c2c1N=CN(C)C,6,0.0%,0,1%,-15%,1,-4,-1%,9%,3%,-3
CCOc1ccc(S(=O)(=O)Nc2cccc(C(=O)NCC(c3ccco3)N3CCCC3)c2)cc1 (stereo unspecified),-5,-0.1%,-1,-1%,x,0,2,x,x,x,x
O=C(N[C@@H](Cc1ccccc1)C(=O)NC1CCCCC1)c1ccco1,-22,-0.1%,15,1%,-20%,-2,11,-7%,1%,-17%,-9
CCN1CCN(c2oc(-c3ccccc3C)nc2S(=O)(=O)c2ccccc2)CC1,29,-0.2%,-3,-1%,x,-22,-43,x,x,x,x
Cc1ccc(C(=O)O)cc1Nc1ncnc2sc3c(c12)CCC3,-18,-0.1%,-2,0%,x,-7,0,0%,-2%,2%,19
CC(C)(C)NS(=O)(=O)c1ccc(CCC(=O)N2CCCC2)cc1,27,-0.2%,0,3%,-12%,1,0,-12%,6%,2%,1
Cc1ccc(S(=O)(=O)NCCCCCC(=O)NC(C)(C)CO)cc1,2,0.6%,-4,1%,-9%,-2,20,11%,-1%,-1%,4
Cc1ccc(C(=O)N2c3ccccc3N(Cc3ccccc3)C(=O)C2(C)C)cc1,-12,0.2%,1,-12%,u,1,-11,5%,-1%,0%,1
CCOC(=O)c1sc(Nc2nc3c(OC)cccc3s2)nc1C,x,-1.9%,2,-2%,u,x,x,39%[activator],-2%,9%,-1
CCCSC1=C(C#N)C2(CCCCC2)C(C#N)=C(N)N1,-5,0.5%,4,-1%,u,7,-3,u,-2%,0%,1
Cc1nn(-c2ccc(F)cc2)c2sc(C(=O)N3CCCCCC3)cc12,-18,0.0%,14,5%,-4%,-6,-5,4%,0%,0%,1
N=c1sccn1CC(=O)Nc1cccc(S(N)(=O)=O)c1,-5,-0.7%,-4,0%,x,-3,-2,-1%,2%,-5%,9
O=c1c2sc(-c3ccccc3)cc2nc2n1CCC2,-24,-0.1%,10,0%,9%,-13,14,-12%,0%,-8%,0
C#CCOC(=O)C[N+](C)(C)CC=C,-7,0.3%,1,-1%,x,-8,-1,-5%,-2%,5%,2
Clc1ccccc1CONc1ncnc2nonc12,18,-1.7%,0,2%,u,x,23,7%,x,16µM*,1
CCCn1c(SCC(=O)Nc2nc3c(s2)CCCC3)nc2c1c(=O)n(C)c(=O)n2C,-11,0.3%,1,0%,6%,-3,-14,-8%,2%,-6%,2
COc1ccc(CN2CCNC(=O)C2CC(=O)NC2CCCCCC2)cc1C (stereo unspecified),-15,0.2%,-1,3%,x,-4,5,-10%,2%,x,x
Cc1ccccc1NC(=O)NC1CCCc2ccccc21 (stereo unspecified),9,5.6%,9,2%,1%,-6,9,4%,-6%,-6%,0
O=C(Cc1cccs1)N1CCN=C1SCc1ccccc1F,-12,0.1%,8,0%,-1%,3,6,-3%,9%,16%,6
CC(=O)c1ccc(OCCCC(=O)NC2=NCCS2)cc1,14,-0.2%,3,0%,-18%,0,2,-8%,5%,-18%,2
CCOC(=O)c1ccccc1Nc1cc(C)nc2nc(C)nn12,-3,-0.2%,3,0%,-12%,-4,-4,-8%,0%,0%,0
COc1ccc(C(=O)OCC(=O)NCC2CCCCC2)cc1F,-1,-0.2%,17,-2%,x,0,-7,x,x,x,x
Cc1cc(NC(=O)CSc2nnc(-c3ccc(Br)o3)n2Cc2ccccc2)no1,-7,-0.3%,-4,-6%,u,8,-3,-4%,0%,14%,-26
O=C(c1cc2c(s1)CCCC2)N1CCN(S(=O)(=O)c2ccccc2C(F)(F)F)CC1,-12,-0.7%,0,4%,u,-19,-18,8%,3%,-3%,0
COc1ccc(S(=O)(=O)N2CCC(C(=O)Nc3nnc(C)s3)CC2)cc1OC,-6,-0.2%,1,2%,x,2,-2,x,x,x,x
Fc1ccc(-c2csc3ncnc(N4CCN(c5ccccc5)CC4)c23)cc1,-15,0.1%,2,-8%,2%,3,10,-1%,5%,-1%,0
O=C(NCCc1ccccc1)C1CCCN(c2cnccn2)C1 (stereo unspecified),-14,0.0%,0,2%,x,-1,5,6%,6%,x,x
c1ccc2c(C[C@@H]3CNCCN3CC3CCCCC3)cccc2c1,2,-0.1%,-6,-23%,x,33,-11,x,x,x,x
Cc1ccnc(NC(=O)CCC(=O)N(CC(=O)NCc2ccccc2)Cc2ccc(F)cc2)c1,-10,-0.3%,9,-1%,x,-2,16,u,0%,x,-2
C#CCOCCOCCOCCNc1nc(N2CCN(C(=O)[C@H]([C@@H](C)CC)n3cc([C@@H](N)CC(C)C)nn3)CC2)nc(N2CCN(C(=O)[C@H](Cc3ccc(O)cc3)n3cc([C@@H](N)C(C)CC)nn3)CC2)n1 (stereo partly specified),4,0.4%,3,-1%,u,-6,-4,-9%,8%,3%,-1
C=CCNc1scc(-c2ccccc2)[n+]1CC=C,11,-0.1%,1,1%,-18%,-1,-10,6%,-2%,4%,0
COc1cccc(NC(=O)CN(C)C(=O)C(C)Sc2ccccc2)c1 (stereo unspecified),-10,0.3%,4,1%,x,4,13,x,x,x,x
O=C(CC12CC3CC(CC(C3)C1)C2)NCC(=O)N1CCc2ccccc2C1,-10,-0.5%,0,5%,-20%,-16,-1,-5%,-2%,5%,-2
COc1ccccc1CNC(=O)[C@H](C)NC(=O)[C@@H]1Cc2ccccc2CN1,5,0.4%,0,0%,4%,0,35,24%,-3%,x,1
Clc1cccc(-c2ccc(/C=N/n3cnnc3)o2)c1Cl,3,4.9%,7,-1%,8%,-1,5,32%[activator],-2%,3%,0
O=C(OCCC1Oc2cccnc2NC1=O)c1ccc(Cl)cc1 (stereo unspecified),-5,-0.1%,1,-4%,u,-7,-13,2%,8%,16%,2
